GRP78 ERSR act: qHTS for Inducers of the Endoplasmic Reticulum Stress Response (ERSR) in Human Glioma: qHTS; AID 602332, 2012; U87-MG GRP78 promoter luciferase reporter, 16 h; Potency, µM, without a hit: at the top dose activation, usual class: activators; 420,000 tested, 0.02% active; further: potency means the concentration at half of the fitted maximal effect; series mostly up to about 76 µM; % of control where 0% means no effect; nearly all actives have a fitted effect of over 35% in size
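Stably transfected U87-MG glioma cells carrying a GRP78-based luciferase sensor; 16 h compound incubation. Luminescence end-point read 10 min after Bright-Glo addition at room temperature.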
POLB inh: qHTS Assay for Inhibitors of DNA Polymerase Beta; P06746; 340,000 tested, 1.3% active; Potency, µM (series often up to 114 µM), inactives show at the highest dose activity change, negative = inhibition, hits mostly inhibitors; Pol beta primer extension/strand displacement, fluorescence kinetic; further: potency means the concentration at half of the fitted maximal effect; on the % scale 0 is the no-effect control and ±100 the full control effect
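Homogeneous kinetic assay of primer extension and strand displacement by 10 nM Pol beta, preincubated 15 min at room temperature with compound before 50 nM substrate (final) was added. Read at 0 and 10 min; four-parameter Hill fit.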
APE1 inh: qHTS Assay for Inhibitors of the Human Apurinic/apyrimidinic Endonuclease 1 (APE1); DNA repair nuclease/redox regulator APEX1 (Homo sapiens), P27695; recombinant APE1, TAMRA/BHQ-2 abasic DNA cleavage fluorescence; Potency, µM (titrated, usually from 65.8 µM), for inactives: at the top dose activity change, negative = inhibition, hits mostly inhibitors; 350,000 tested, 0.35% active; AID 2517, 2012;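 further: potency means the concentration at half of the fitted maximal effect; plate controls were vehicle for no effect and reference inhibitor for full effect; nearly all actives have a fitted effect of over 55% in size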
Target sequence (P27695 whole entry, looked up): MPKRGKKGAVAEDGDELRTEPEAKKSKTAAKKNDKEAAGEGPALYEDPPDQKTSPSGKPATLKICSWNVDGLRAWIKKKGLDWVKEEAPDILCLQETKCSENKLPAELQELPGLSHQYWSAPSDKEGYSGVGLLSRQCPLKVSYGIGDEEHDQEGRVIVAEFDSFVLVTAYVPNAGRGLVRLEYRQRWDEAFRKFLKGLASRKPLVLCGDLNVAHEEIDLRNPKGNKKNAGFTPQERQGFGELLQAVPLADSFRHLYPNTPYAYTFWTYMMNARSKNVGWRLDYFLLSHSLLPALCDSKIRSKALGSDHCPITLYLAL
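Enzyme (0.75 nM final) and test compound are incubated 15 min at room temperature before adding 50 nM quenched THF abasic-site duplex. Cleavage dequenches TAMRA, followed at 525/598 nm over three reads one minute apart.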
BLM inh: qHTS Assay for Inhibitors of Bloom's syndrome helicase (BLM); recombinant BLM DNA unwinding, fluorescence dequenching; Potency, µM (doses to about 56.1 µM), for inactives: at the highest dose activity change, negative = inhibition, actives largely listed as inhibitors; 350,000 tested, 0.2% active;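 further: potency means the concentration at half of the fitted maximal effect; plate controls were vehicle for no effect and no enzyme for full effect; nearly all actives have a fitted effect of over 35% in size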
POLK inh: qHTS for Inhibitors of Polymerase Kappa. purified Pol kappa, fluorescent DNA synthesis assay, 10 min. 400,000 tested, 0.53% active. Potency, µM (top dose mostly 107 µM), without a hit: top-dose activity, negative = inhibition, actives largely listed as inhibitors. AID 588579, 2011; further: potency means the concentration at half of the fitted maximal effect; on the % scale 0 is the no-effect control and ±100 the full control effect
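10 nM Pol kappa was preincubated with compounds for 15 min at room temperature. Reaction started with 50 nM (final) substrate. Fluorescence read kinetically at 0 and 10 min.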
POLI inh: qHTS for Inhibitors of Polymerase Iota | DNA polymerase iota (Homo sapiens), Q9UNA4 | Pol iota fluorescent replication assay, 10 min | Potency, µM (series often up to 115 µM), for inactives: top-dose activity, negative = inhibition, most hits filed as inhibitors | 390,000 tested, 1% active | AID 588590, 2011; further: potency means the concentration at half of the fitted maximal effect
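Fluorescent replication assay read twice, at 0 min and 10 min after adding 50 nM (final) substrate. Enzyme (10 nM) and compounds were first incubated 15 min at room temperature; enzyme-free buffer wells were negative controls.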
POLH inh: qHTS for Inhibitors of Polymerase Eta; recombinant Pol eta, fluorescent DNA replication assay; Potency, µM (titrated, usually from 114 µM), without a hit: at the top dose activity change, negative = inhibition, hits mostly inhibitors; DNA polymerase eta (Homo sapiens), Q9Y253; 390,000 tested, 1.2% active; further: potency means the concentration at half of the fitted maximal effect; on the % scale 0 is the no-effect control and ±100 the full control effect
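Pol eta (10 nM) was preincubated with compounds for 15 min at room temperature, after which fluorescent replication substrate (50 nM final) was added to start the reaction. Fluorescence was read kinetically at 0 and 10 min.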
LDHA inh: qHTS assay for inhibitors of human lactate dehydrogenase | 480,000 tested, 0.15% active | purified LDHA, NADH/diaphorase-resazurin fluorescence; stronger effect = lower value | activity change, % (values are at about 110 or 230 µM) | L-lactate dehydrogenase A chain (Homo sapiens), P00338; in the data active means activity change below about -30%; inconclusive means mostly about -25% to -30%;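 further: plate controls were DMSO wells for no effect and wells without enzyme for full effect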
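Resorufin fluorescence (ex540/em590), read at 0 and 20 min after diaphorase/resazurin addition, reports the NADH left after a 5 min room-temperature reaction of 2 nM human LDH5 with 0.06 mM NADH and 0.2 mM pyruvate.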
Anesthetic bind: qHTS Assay for Identification of Novel General Anesthetics. 350,000 tested, 0.074% active. apoferritin/1-aminoanthracene competitive binding, fluorescence. Potency, µM (top dose mostly 77.5 µM), without a hit: at the highest dose activity change, negative = displacement, actives largely listed as inhibitors. Ferritin light chain (Equus caballus), P02791; further: potency means the concentration at half of the fitted maximal effect; on the % scale 0 is the no-effect control and ±100 the full control effect; nearly all actives have a fitted effect of over 20% in size
Target sequence (P02791 2-175 limits assumed): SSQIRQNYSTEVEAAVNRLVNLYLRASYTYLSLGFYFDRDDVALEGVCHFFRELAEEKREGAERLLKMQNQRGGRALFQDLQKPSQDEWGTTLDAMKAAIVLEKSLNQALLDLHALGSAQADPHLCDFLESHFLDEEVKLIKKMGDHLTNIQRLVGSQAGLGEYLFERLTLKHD
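Probe: 1-aminoanthracene (50% saturated, PBS). Protein: horse-spleen apoferritin, 10 uM. Incubation: 10 min, room temperature. Detection: 380 nm excitation, 535 nm emission. Analysis: normalized response, four-parameter Hill.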
Starred values were filed as active, the others as inactive; ? = inconclusive; . = no result given; & = joins results of further samples; [ ] = dose if it differs, or a comment. Unless noted, the call rests on the fitted dose curve; in most records, active means well fitted curve in the direction sought with a large enough effect; inconclusive means small, poorly fitted or top-dose-only effect, or another doubt; inactive means no such curve, though single readings can be large; an effect the other way counts as inactive or inconclusive. These rows are one share of the data; rates above refer to the full screens.

# | compound | LDHA inh | APE1 inh | POLH inh | POLI inh | POLB inh | GRP78 ERSR act | Anesthetic bind | BLM inh | POLK inh
1 | C=CCSc1nnc2c(n1)OC(c1c(C)[nH]n(-c3ccccc3)c1=O)Nc1ccccc1-2 (stereo not given) | -3.4 | -0.4% | 0.7% | 2.9% | 2.8% | 2.4% | -19.7% | -2.5% | -0.5%
2 | CCOc1ccccc1N1C(=O)CC(N(O)c2ccccc2)C1=O (stereo not given) | 0.6 | -2.4% | -4.1% | ? | -9.3% | 1.7% | -11.5% | -0.5% | -7.9%
3 | O=C1CNC(=S)N1CCCc1ccccc1 | -5.0 | -4.7% | -3.6% | 38.6%[activator] | 17.3% | -2.6% | -4.9% | -1.3% | -3.9%
4 | COc1ccc2c(c1)[nH]c1c(=O)n(/N=C/c3ccc(OC)c(CN4CCCCC4)c3)cnc12 | -2.5 | 12.7% | -14.0% | 0.9% | 1.3% | 2.5% | 0.3% | 28.0% | -4.2%
5 | Cc1ccc(CC(=O)NCc2ccc3c(c2)OCO3)cc1 | -2.3 | 2.0% | 6.7% | 10.0% | 44.5% | -1.5% | -13.1% | 3.7% | -0.4%
6 | CC(=O)c1sc(-c2ccccc2)cc1NS(=O)(=O)c1ccccc1 | -2.9 | 3.2% | 1.6% | 6.8% | -13.3% | -2.7% | -6.6% | -6.8% | -15.4%
7 | CCc1ccc(CNC(=O)CCC(=O)n2ncc3cc(C)ccc32)cc1 | 0.7 | 12.2% | 8.6% | 43.1%[activator] | -21.4% | -4.4% | -18.0% | -0.7% | 9.1%
8 | CC(=O)Nc1ccc(Oc2cnccn2)cc1 | -1.6 | -0.4% | -8.6% | 7.5% | 27.9%[57.1 µM] | -4.4% | -2.4% | -1.5% | -17.8%
9 | COc1ccc(-c2ccnc3nc(N4CCN(c5ccccc5)CC4)nn23)cc1 | -4.9 | 16.1% | -19.8% | 3.6% | 5.5% | -0.3% | -4.5% | -1.6% | -3.6%
10 | Nc1c2c(=O)oc(-c3ccccc3)cc2nn1-c1ccccc1 | -2.1 | -6.8% | -5.9% | -0.6% | 17.2% | 9.0% | ? | -6.6% | -7.7%
11 | COc1cc(C2NC(=S)NC(C)=C2C(=O)c2ccccc2)ccc1O (stereo not given) | -5.8 | -4.1% | -19.9% | 8.5% | 12.9% | -1.4% | -17.5% | -4.3% | -11.1%
12 | Cc1ccc(CN2CCN(C3CCCC3)C(CCO)C2)s1 (stereo not given) | -4.3 | 1.9% | -20.3% | 44.6%[activator] | -24.9% | -0.6% | 0.7% | -2.6% | -4.1%
13 | CCCCCC1CCC(C(=O)NCCN2CCOCC2)CC1 (stereo not given) | -0.3 | 69.4%[activator] | -14.6% | 142.5%[activator] | 2.3% | -5.7% | 2.1% | -2.0% | 8.5%
14 | CCOC1(OCC)C(c2ccc(Cl)cc2)C(C#N)(C#N)C1(OCC)OCC (stereo not given) | 0.6 | 16.1% | ? | ? | 1.9% | -3.0% | -16.8% | -19.1% | -1.7%
15 | Cc1ccc(Oc2nc3ccccn3c(=O)c2/C=C(\C#N)C(=O)Nc2c(C)n(C)n(-c3ccccc3)c2=O)c(C)c1 | 1.8 | 1.9% | ? | 32.5%[activator] | -10.5% | 0.1% | 16.2% | -3.6% | -0.6%
16 | O=[N+]([O-])c1cccc(C2=NCCS2)c1 | -8.0 | 19.1% | -5.4% | 6.8% | 26.9% | -0.7% | -12.9% | -8.6% | -17.2%
17 | CN1C(=O)C(=O)/C(=C(/O)c2ccc(Br)cc2)C1c1cccc([N+](=O)[O-])c1 (stereo not given) | -2.2 | 17.3% | -13.6% | 31.1% | 28.4% | 0.0% | -5.8% | -2.3% | -3.6%
18 | CN(C)C(=O)N1CCNCC1 | -0.3 | -4.3% | -8.9% | 6.2% | -2.1% | 10.0% | -1.1% | -2.8% | -4.8%
19 | Cc1nc2nc3c(cn2n1)C(=O)CC(c1ccccc1)C3 (stereo not given) | 9.4 | -7.5% | -8.1% | 16.5% | 1.8% | -3.0% | -8.3% | -5.2% | -9.1%
20 | CSc1ccccc1OCc1cc(C(=O)NCCN2CCCc3ccccc32)no1 | 0.9 | -20.3% | -6.6% | -20.7% | -11.6% | -4.0% | -17.4% | -2.1% | -6.8%
21 | CCOc1ccc(CN2CCNC(=O)C2CC(=O)NCc2csc(C(C)C)n2)cc1 (stereo not given) | -0.9 | -0.4% | -3.2% | 31.0%[activator] | 20.1% | 2.1% | ? | -3.9% | -7.4%
22 | O=C(O)C1(O)C[C@@H](O)C(O)[C@H](O)C1 (stereo not given in full) | -5.1 | . | -3.7% | -4.4% | . | 0.4% | . | . | -34.7%
23 | COCCn1cnc2c(c1=O)c1nc3ccccc3nc1n2/N=C/c1ccc(OC)c(OC)c1 | -8.7 | -2.5% | -10.1% | 57.4%[activator] | 54.3% | -1.3% | -12.7% | 1.3% | 0.3%
24 | Nc1nc(NCc2ccc(Cl)c(Cl)c2)c2[nH]cnc2n1 | 2.3&-1.6&9.8 | . | . | 55.0%&-17.0%[activator] | . | -2.3%&-2.0% | . | . | -0.6%&-6.7%
25 | CCN(CC)c1cc2nc(C)n(Cc3ccccc3)c(=O)c2cc1NC(=O)C1CC1 | 7.2 | 18.2% | -21.5% | 13.6% | 9.1% | 6.8% | -4.7% | -4.8% | -3.0%
26 | CN(C(=O)c1cccc(C#N)c1)c1nnc(-c2cnccn2)s1 | -7.0 | -1.2% | 0.0% | -5.1% | -2.2% | -5.6% | -3.8% | -0.8% | -0.5%
27 | Cc1ccc(C)c(OCC(O)CN2CCC(CN3C(=O)c4cccc5cccc(c45)C3=O)CC2)c1 (stereo not given) | -5.6 | 1.0% | ? | 20.4% | 7.3% | -1.3% | 1.0% | 108.1%[activator] | -16.1%
28 | CC1=Nc2ccccc2/C1=C/c1c(C)[nH]c2ccccc12 | 2.3 | . | -11.9% | 52.3%[activator] | . | -4.5% | . | . | -7.3%
29 | Cc1n[nH]c(C)c1S(=O)(=O)N1CCN(C2CCCCC2)CC1 | 1.6 | -6.5% | -17.3% | 1.4% | -3.1% | -4.7% | -3.5% | 2.0% | -9.5%
30 | O=C(Cn1cncn1)N/N=C/c1ccccc1O | 9.1 | 1.9% | -7.7% | 29.8% | 37.5% | 0.2% | 39.7%[activator] | -2.7% | 6.2%
31 | COc1ccc(S(=O)(=O)Nc2ccccc2C(=O)N2CCOCC2)cc1OC | 1.3 | -12.0% | -3.5% | 69.2%[activator] | 4.6% | -2.6% | 4.3% | 0.4% | 3.4%
32 | O=C(OCC(=O)N1CCCCCC1)c1ccc([N+](=O)[O-])cc1Cl | -3.2 | 1.0% | -14.5% | 9.7% | -28.6% | -0.8% | ? | -1.6% | -12.6%
33 | O=C1CCCC2=C1C(O)(C(F)(F)F)C(=O)N2Cc1ccccc1 (stereo not given) | 1.1 | -0.2% | -8.8% | 9.1% | 125.3% | 2.7% | -6.4% | -8.4% | -5.1%
34 | Clc1ccccc1OCc1nn[nH]n1 | -7.1 | 1.9% | -15.1% | 23.6% | 7.4% | -0.5% | -3.9% | -0.3% | -1.0%
35 | Cc1nc2ccc(S(=O)(=O)Nc3cccc(-c4nc5cccnc5s4)c3)cc2s1 | -1.1 | 3.5% | 0.4% | -1.2% | -15.3% | -1.0% | -21.1% | 0.7% | -19.7%
36 | CCCCN1CCC(COC(=O)c2cc(Cl)c(N)c3c2OCCO3)CC1 | -2.6 | 19.8%&-1.4% | -0.7% | -2.4% | 9.9%[57.1 µM] | -2.0% | . | . | 0.8%
37 | O=C(c1cccc(-c2ccccc2F)c1)N1CC[C@@H](N2CCC(O)CC2)[C@H](O)C1 | -15.2 | 22.1% | -11.2% | -24.2% | 35.6% | -1.9% | -9.1% | -0.5% | -8.7%
38 | COc1ccc(S(=O)(=O)N2CCCCCC2)cc1C(=O)N(C)Cc1c(F)cccc1Cl | -1.0 | 25.2% | ? | 17.1% | . | -4.9% | . | . | -2.2%
39 | CCOCC(=O)Nc1ccc(F)c(F)c1 | -5.2 | 1.2% | -6.9% | 2.4% | -1.4% | -2.9% | -8.8% | 2.0% | -15.6%
40 | CC(=O)c1ccc(NC(=O)/C(C#N)=C/c2ccncc2)cc1 | 2.1 | 7.9% | -19.3% | -10.1% | 2.4% | -1.2% | 0.4% | -6.6% | -2.4%
41 | COc1cc(C(=O)Nc2ccc(C)cc2C(NCC(=O)NN)c2ccccc2)cc(OC)c1OC (stereo not given) | -6.1 | -18.2% | -3.7% | -4.1% | -0.8% | -3.0% | -22.5% | -5.6% | -17.8%[60.1 µM]
42 | Cc1ccc(C)c(N2C(=O)CN=C2Nc2ccccc2Cl)c1 | 2.6 | -0.7% | 2.7% | -5.8% | -17.5% | -1.7% | 2.4% | -1.3% | -18.4%
43 | COc1ccc(/C=N\NS(=O)(=O)c2ccc(C)cc2)cc1COc1ccccc1[N+](=O)[O-] | -8.1 | 0.4% | -9.6% | -5.2% | 9.4% | -4.6% | -2.0% | 3.7% | 0.3%
44 | O=C(CCc1nnc(CCCCc2ccccc2)o1)NCCC1CCCCO1 (stereo not given) | 0.5 | -2.4% | -14.6% | 39.0%[activator] | 3.9% | -1.4% | -12.8% | -4.3% | -5.4%
45 | CCOc1ccc(N(CC(=O)O)S(=O)(=O)c2ccc(F)cc2)cc1 | -0.3 | -4.6% | -6.2% | -4.8% | 26.7% | -4.8% | -2.4% | -3.1% | -12.4%
46 | COc1ccc(O[C@H]2C=C[C@@H](c3ccccc3)O[C@@H]2CON=C(C)C)cc1 | . | -3.0%[12.4 µM] | . | . | . | -3.3% | -16.6%[15.3 µM] | 4.2%[12.4 µM] | .
